Screening results as filed in PubChem BioAssay.
TAG inh – triacylglycerol accumulation inhibition; inhibition, % at 12.5 µM; H9c2 cells, Nile Red lipid (TAG) fluorescence; cells loaded with 200 µM oleic acid; AID 651582; 0.66% of 230,000 active;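 active = pattern-corrected inhibition of lipid staining of at least 50% with the nuclear-stain viability signal not falling by more than 50%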;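 note: 0% = DMSO wells and 100% = triacsin C control wells; some results filed as inactive read as strong as hits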
TAG inh DAPI viability – second read-out of TAG inh, no call of its own (marks repeat the call); DAPI nuclei signal change (viability), lower = more cytotoxic, %;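 whole-well DAPI fluorescence read on a plate reader as a viability signal; minus 50 percent equals half of cells still viable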
* marks the source's active call; other numbers are inactive results.

SMILES	TAG inh	TAG inh DAPI viability
CC(=O)N1CCN(c2ccc(NCc3ccc(C)s3)cc2)CC1	5.6	-1.4
CC(C)Nc1nnc(SC(C)C(=O)Nc2ccc(N3CCOCC3)cc2)s1 (configuration not stated)	-2.7	-3.6
COc1ccc(CNC(=O)C(OC(C)=O)c2ccccn2)cc1 (configuration not stated)	-25.3	2.9
O=C(COC(=O)c1ccc[nH]c1=O)NC1CCCCC1	-6.2	3.3
CN(Cc1c(F)cccc1Cl)C(=O)c1ccc(COc2ccccc2)cc1	-3.9	1.4
O=C(NCCN1C(=O)C2C3C=CC(C3)C2C1=O)Nc1ccccc1O (configuration not stated)	-1.5	-2.8
COc1cc(-c2noc(CCCC(=O)Nc3ccc(C(N)=O)cc3)n2)cc(OC)c1OC	-4.9	-3.2
CCSc1nnc(NC(=O)CCNC(=O)c2ccccc2Cl)s1	-3.3	-0.7
Cc1ccc(-n2c(C)cc(C(=O)OCC(=O)N(C)C3CCS(=O)(=O)C3)c2C)cc1 (configuration not stated)	0.3	3.1
O=Cc1cc(Cl)ccc1OCCN1CCC(Cc2ccccc2)CC1	-3.5	6.5
Cc1ccc(OCCNC(=O)C(=O)NCc2ccco2)cc1	4.6	-3.6
CCC1CCC2(CC1)NC(=O)N(CC(=O)Nc1ccc(OC)cc1)C2=O (configuration not stated)	-32.5	6.8
CCN(C(=O)CN1CCN(c2ccccc2F)CC1)c1c(N)n(Cc2ccccc2)c(=O)[nH]c1=O	-6.2	0.2
CC(C)C(c1nnnn1Cc1ccc(F)cc1)N1CCN(Cc2ccc3c(c2)OCO3)CC1 (configuration not stated)	-19.6	7.8
Clc1ccc(-c2nnnn2-c2ccc(Cl)c(Cl)c2)cc1Cl	-5.1	-2.2
Cc1ccc(N(CCC#N)C(=O)COC(=O)C2CCN(c3ccc(C(F)(F)F)cn3)CC2)cc1	19.1	3.2
C=CCn1nnc2sc3c(c2c1=O)CCC(C)C3 (configuration not stated)	10.0	5.6
O=C(NCc1cccc(OC(F)(F)F)c1)c1cccc2c1C(=O)c1ccc(-c3ccc(F)cc3OCc3ccccc3)cc1S2(=O)=O	47.7	-2.5
Cc1ccc(NC(=O)/C(Cl)=C/c2ccccc2)cc1C	-2.7	-2.8
CCNC(=O)N(CCOC)CC1CCCN(C2Cc3ccccc3C2)C1 (configuration not stated)	-2.4	3.4
Cc1ccc(N2CCN(S(=O)(=O)N(C)C)CC2)cc1C	-0.7	-10.9
Cc1ccc(-c2nnc(Cc3ccc(Cl)cc3)o2)cc1	4.5	-5.3
COc1ccccc1C(=O)NC(CCSC)C(=O)N1CCC(Cc2ccccc2)CC1 (configuration not stated)	-54.5	1.3
CCCCn1c(N)c(N(CC(C)C)C(=O)c2cc(S(=O)(=O)N3CCCCC3)ccc2C)c(=O)[nH]c1=O	-48.9	0.9
COc1cc2c(cc1OC)C(c1ccccc1Br)NC(=O)C2 (configuration not stated)	-4.2	1.5
O=C(Cc1ccccc1[N+](=O)[O-])Nc1ccccc1C(=O)N1CCOCC1	-21.4	6.2
CCOC(=O)CNC(=O)Cc1ccc(OC)cc1	3.1	-4.5
CN(C)/C=C/C(=O)c1ccc(S(=O)(=O)c2ccccc2)cc1	7.6	5.5
CC(=O)c1ccc(Nc2cnn(C34CC5CC(CC(CC(=O)O)(C5)C3)C4)c(=O)c2Cl)cc1	-5.7	15.4
COCCNc1nc(NCCN2CCNC2=O)c2sc(-c3ccccc3)cc2n1	34.7	-6.1

In the list so far, these have a thiophene ring, fused or not.
SMILES	TAG inh	TAG inh DAPI viability
CC(=O)N1CCN(c2ccc(NCc3ccc(C)s3)cc2)CC1	5.6	-1.4
C=CCn1nnc2sc3c(c2c1=O)CCC(C)C3 (configuration not stated)	10.0	5.6
COCCNc1nc(NCCN2CCNC2=O)c2sc(-c3ccccc3)cc2n1	34.7	-6.1

Further compounds follow.
SMILES	TAG inh	TAG inh DAPI viability
CCOc1ccccc1C(=O)Nc1ccccc1O	-6.4	25.1
CCCCC(=O)OCC(=O)Nc1ccc(C)c(F)c1	19.0	-12.4
O=C(CSc1cn(CCNC(=O)c2cccs2)c2ccccc12)NC1CCCC1	4.9	8.0
C[N+]1(CCOS(=O)C23CC4CC(CC(C4)C2)C3)CCOCC1 (configuration not stated)	-17.0	2.8
COc1cc(-c2nc(CN(C)C(C)c3ccncn3)c(C)o2)ccc1F (configuration not stated)	16.0	-10.1
COc1cccc(CNC(=O)CCc2nnc(C3CCCCC3)o2)c1	2.2	2.0
COc1ccc(CCNC(=O)CSc2ccc3nnc(CCNC(=O)c4ccc(C)cc4)n3n2)cc1OC	4.8	-4.5
O=C1CCC(c2ccccc2)=NN1	8.8	-6.0
Cc1ccc(C2=N/C(=C\c3ccc(F)cc3)C(=O)N2)cc1	8.0	20.3
O=[N+]([O-])c1ccc(SNc2ccccc2)c([N+](=O)[O-])c1	-69.0	1.3
CSC1=NCCCN1C(=O)c1c(-c2ccccc2Cl)noc1C	1.0	10.6
CC(=O)Nc1ccc(NS(=O)(=O)c2cn(C)c(=O)n(C)c2=O)cc1	6.9	-8.7
CCc1ccc(/C=N/NC(=O)c2cc(C3CC3)nc3ccccc23)s1	29.1	-12.0
COc1cccc(/C=C2\SC(=S)N(CCCC(=O)Nc3ccc(C(=O)O)cc3)C2=O)c1	-5.6	7.1
Cc1ccccc1OCC(=O)Nc1ccc2c(c1)C(=O)c1ccccc1C2=O	6.7	-10.6
CCN(CC(=O)Nc1ccc(NC(C)=O)cc1)C(=O)CN1C(=O)NC(C)(c2ccc3ccccc3c2)C1=O (configuration not stated)	6.1	-0.9
CCOc1ccc(-c2cc(CCCC(=O)NCc3ccco3)no2)cc1	14.6	-3.4
Cc1cccn2c(CNCCCOc3cccnc3)c(C(=O)N3CCOCC3)nc12	3.1	-0.6
CC(C)CC(=O)CC1(O)C(=O)Nc2ccccc21 (configuration not stated)	7.4	-6.2
Nc1cc(Cl)ccc1C(=O)OCC(=O)NCc1cccs1	-42.2	4.6

The closing 2 records of the part before lead into the next:
SMILES	TAG inh	TAG inh DAPI viability
CC(C)CC(=O)CC1(O)C(=O)Nc2ccccc21 (configuration not stated)	7.4	-6.2
Nc1cc(Cl)ccc1C(=O)OCC(=O)NCc1cccs1	-42.2	4.6
COc1cc(NC2c3ccccc3C(=O)N2Cc2ccccc2)cc(OC)c1OC (configuration not stated)	8.7	-2.8
O=C(CN(C(=O)CCC(=O)Nc1nccs1)c1ccc(F)cc1)NCC1CCCO1 (configuration not stated)	-0.3	2.4
CC(C)N(c1ccccc1)c1ccc(NC(=S)NCCN(C)C)cc1	8.7	18.6
COc1cc(C(=O)NC(=S)Nc2nc(-c3ccc(F)cc3)cs2)cc(OC)c1OC	4.1	5.1
CCOC(=O)c1ccc(S(=O)(=O)N2CCC(C(=O)NCC3CCCCC3)CC2)cc1	0.7	0.5
CC(C)(C)C(=O)COC(=O)c1cc(-c2ccncc2)nc2ccccc12	16.3	0.2
COc1ccc2nc(N3C(=O)C(O)=C(C(=O)c4ccco4)C3c3ccco3)sc2c1 (configuration not stated)	9.1	3.0
CN(C(=O)c1coc(=O)c2ccccc12)c1ccccc1Cl	-0.3	-6.8
Cc1nc(NC(=S)NC(=O)c2ccco2)sc1C(=O)N(C)C	1.5	-1.6
Cc1csc2sc(-c3ccnc(SCC(=O)NCc4ccccc4)n3)c(C)c12	20.6	-17.0

Compound profiles, as listed above. Order of values: TAG inh, TAG inh DAPI viability
CN(C(=O)c1coc(=O)c2ccccc12)c1ccccc1Cl is listed with -0.3, -6.8
COc1ccc2nc(N3C(=O)C(O)=C(C(=O)c4ccco4)C3c3ccco3)sc2c1 (configuration not stated) is listed with 9.1, 3.0
Cc1csc2sc(-c3ccnc(SCC(=O)NCc4ccccc4)n3)c(C)c12 is listed with 20.6, -17.0
O=C(CN(C(=O)CCC(=O)Nc1nccs1)c1ccc(F)cc1)NCC1CCCO1 (configuration not stated) is listed with -0.3, 2.4

(next part)
SMILES	TAG inh	TAG inh DAPI viability
Cc1cc2c(cc1C)/C(=C\C(N)=O)NC(C)(C)C2	-8.4	-2.8
CC(OC(=O)c1cc2sccc2n1C)C(=O)NCc1ccc(F)cc1 (configuration not stated)	14.5	3.1
CCOCC(=O)Nc1nnc(Cc2ccc(OC)cc2)s1	3.3	-0.4
O=C1CCCC2=C1C(c1ccsc1)CC(=O)N2c1ccccc1F (configuration not stated)	-38.9	-0.5
O=C1CC(Sc2nnnn2-c2ccccc2)C(=O)N1c1cccc(Cl)c1 (configuration not stated)	16.8	-4.8
CC(=O)N(C)c1ccc(NC(=S)Nc2ccccc2)cc1	11.6	-1.6
Cc1[nH]c2ccccc2c1/C=N/Nc1nncn1N	5.6	4.0
COc1cc(C2C(C#N)=C(N)OC3=C2C(=O)CC(C)(C)C3)ccc1OCCN1CCOCC1 (configuration not stated)	-14.1	6.9
CCN1C(=O)CC(N2CCN(c3ccc(Cl)cc3)CC2)C1=O (configuration not stated)	-20.9	5.4
CC(Oc1ccc(Cl)cc1Cl)C(=O)NNC(=O)c1ccncc1 (configuration not stated)	1.3	6.7
CC1(N(O)/C=C2\C=CC=CC2=O)CCCCC1=O (configuration not stated)	9.3	-6.7
O=C(Nc1ccccc1)c1cc(S(=O)(=O)NCc2ccncc2)ccc1Cl	-13.2	-1.8
O=C(CCn1c(=S)oc2ccccc21)NC1CCCCC1	-5.7	10.6
O=C(/C=C/c1ccc(O)c(O)c1)OCCc1ccccc1	17.5	-58.9
O=C(CCCOc1ccccc1)Nc1cccnc1	12.6	3.3
COc1ccc(CNC(=O)C(=O)NCCC2CCCCN2S(=O)(=O)c2ccccc2)cc1 (configuration not stated)	7.7	-0.5
CN(CC(=O)Nc1ccccc1Br)C(=O)C1CCN(C(=O)c2ccc(Cl)cc2)CC1	-0.3	-0.1
COc1ccccc1CNC(=O)C1(C)Oc2cccnc2NC1=O (configuration not stated)	16.9	-10.5
Cc1cc(N2CCN(C(=O)c3ccco3)CC2)n2ncc(-c3ccccc3)c2n1	12.1	7.5
CCOC(=O)CN1C(=O)N[C@@H](c2cccc(F)c2)C(C(=O)OC)=C1C	-1.2	-4.1
Cc1cccc(C2(c3cccc(C)c3)OC(=O)c3ccccc32)c1	-91.1	-13.2
CCC(Oc1ccccc1)C(=O)NCc1cccnc1 (configuration not stated)	-0.8	-1.7
O=C(CCCN1C(=O)c2cccc3cccc(c23)C1=O)Nc1nccs1	1.9	6.6
CC1S/C(=N/N=C/c2cccc([N+](=O)[O-])c2)NC1=O (configuration not stated)	-14.2	2.9
O=C1c2ccccc2C(=O)N1C1C=CC=CC=C1	8.7	5.0
COc1ccc(C(C(=O)NC(C)(C)C)N(Cc2ccc(C)cc2)C(=O)CCC(=O)Nc2cc(C)on2)cc1 (configuration not stated)	41.5	3.4
CN(C)c1ccc(NC(N)=S)cc1	-5.3	-4.3
CC(C)c1ccc(NC(=S)N2CCN(Cc3ccccc3)CC2)cc1	-17.0	7.8
CCOC(=O)c1ccc(NC(=O)NC2CCN(CC(=O)NCc3ccc4c(c3)OCO4)CC2)cc1	-19.3	7.6
Cc1ccnc2c(N3C(=O)C4C5c6ccccc6C(c6ccccc65)C4C3=O)cccc12 (configuration not stated)	15.2	-20.0
Fc1ccc(-c2ccc3c(c2)C2CC3CCN2Cc2ccc3c(c2)OCO3)cc1 (configuration not stated)	-23.1	12.0
O=C(NCc1ccco1)C1CCN(Cc2ccc(F)cc2)CC1	-4.9	11.6
CCOC(=O)c1c(NC(=O)CSc2nc3ccc(OC)cc3[nH]2)sc2c1CC(C)(C)NC2(C)C	25.8	-12.5
CCN(CC)S(=O)(=O)c1csc(C(=O)NC2CCCCC2)c1	10.6	-11.6
COc1ccccc1NC(=O)c1ccc(NC(=O)c2ccc(=O)[nH]c2)cc1	7.2	6.1
CCOc1ccc(S(=O)(=O)n2ccnc2)c2ccccc12	-29.4	-3.3
CCOC(=O)c1cnc(-n2nc(C)cc2C)nc1Nc1ccc(N(C)C)cc1	-22.7	-3.6
CN1c2ccsc2C(=O)/C(=C\Nc2cccc(C(F)(F)F)c2)S1(=O)=O	-4.3	-3.0
CCN(CC)c1ccc(NC(=S)NC(=O)C2CCC2)cc1	10.8	-4.3
Cc1ccc(NC(=O)C2CC(=O)n3c(nc4ccccc43)N2)cc1Cl (configuration not stated)	15.9	-8.2
COC(=O)c1ccc(C(=O)OC)c(NC(=O)CSCC(=O)O)c1	5.7	10.0
COc1ccc(C2/C=C\CN(C(=O)Oc3ccccc3)CC(=O)N2Cc2ccc(F)cc2)cc1 (configuration not stated)	7.8	-1.4
COc1ccccc1C(=O)COC(=O)Cc1c[nH]c2ccccc12	12.0	-3.7
Cc1ccc(C)c(-c2csc(NC(=O)c3cnccn3)n2)c1	7.8	-8.0
O=C(COc1cc(Cl)ccc1Cl)Nc1ccc2[nH]c(=O)[nH]c2c1	9.4	1.5
CCCCN(C(=O)/C=C/c1ccc(OCC(C)C)c(OCC)c1)c1c(N)n(CCC)c(=O)[nH]c1=O	-1.1	-11.8
COCCCn1c(SCC(=O)Nc2oc(C)c3c(C)n[nH]c(=O)c23)nc2ccccc2c1=O	2.0	3.7
CSc1nc2cc(C)nn2c(-c2ccccc2)c1C#N	9.9	-6.2
O=C(NNC1OC(CO)C(O)C(O)C1O)c1cccc(Br)c1 (configuration not stated)	-3.6	1.0
O=C(Nc1ccc2c(c1)OCO2)N1CCN(c2cccc(C(F)(F)F)c2)CC1	-4.0	-1.7
More compounds follow.
SMILES	TAG inh	TAG inh DAPI viability
CC(=O)N1CCc2ccc(S(=O)(=O)Nc3ccccc3Cl)cc21	-10.1	0.3
CCC(=O)N(C1=C(NC)C(=O)c2ccccc2C1=O)C(C)C	21.2	-6.0
COc1cc(OC)cc(-c2c(-c3cccs3)c3cc(-c4ccc(OC)nc4)ccc3n2C)c1	-62.5	132.1
Cc1ccc(NC(=O)c2ccccc2OCc2ccc([N+](=O)[O-])cc2)nc1	0.0	13.5
CC1CCc2c(C(=O)Nc3ccc(OC(F)(F)F)cc3)csc2C1 (configuration not stated)	-16.9	-3.8
COc1ccc(C(=O)C2=NN(C(C)=O)CC2c2ccco2)cc1 (configuration not stated)	1.3	1.9
CCN(CC)S(=O)(=O)c1cccc(NC(=O)CNc2cccc(S(=O)(=O)N3CCCC3)c2)c1	-23.1	-2.5

This is a subset (hit frequency here may not be typical).
